PME-1 primary: PME-1 (human) inhibition; Q9Y570; recombinant PME-1, FP-Rh probe fluorescence polarization; inhibition, % at 5.9 µM; 320,000 tested, 0.53% active; AID 2130;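 active means inhibition above the campaign mean of all compounds plus 3 SD, cut at about 26% in these data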;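 further: competitive labeling of PME-1 active site by serine hydrolase directed probe; 0% = PME-1 with DMSO and 100% = wells lacking PME-1 enzyme; inhibitors block probe labeling so polarization falls and inhibition rises; many of its hits are not listed in these tables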
PAD4 FP inh: blocks human protein arginine deiminase 4; inhibition, % at 6.36 µM; recombinant PAD4, RCA probe fluorescence polarization; 330,000 tested, 0.41% active; Q9UM07; AID 485272;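 active means percent inhibition above a cutoff equal to the mean of all tested compounds plus 3 SD, cut at about 15% in these data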;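 further: 0% = PAD4 with RCA probe and DMSO and 100% = probe without PAD4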
PAFAH1B2 inh: PAFAH1B2 (human) inhibition. P68402. recombinant PAFAH1B2, FP-rhodamine activity probe, fluorescence polarization. inhibition, % at 3.39 µM. 340,000 tested, 1.2% active;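 active means inhibition above the mean of all tested compounds plus 3 SD, cut at about 24% in these data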;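 further: 0% = enzyme with DMSO and 100% = wells lacking PAFAH1B2; many of its hits are not listed in these tables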
Target sequence (P68402 whole entry, looked up): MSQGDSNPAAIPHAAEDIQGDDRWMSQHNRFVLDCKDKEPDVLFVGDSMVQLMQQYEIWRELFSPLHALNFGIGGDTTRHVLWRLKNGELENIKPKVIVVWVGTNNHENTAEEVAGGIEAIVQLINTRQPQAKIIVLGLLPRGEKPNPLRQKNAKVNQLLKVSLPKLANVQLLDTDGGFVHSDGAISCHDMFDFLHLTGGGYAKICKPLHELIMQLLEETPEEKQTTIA
GSTO1 counter: GSTO1 inhibition, counter-screen for RBBP9 inhibitors; P78417; 300,000 tested, 1.1% active; AID 1974; recombinant GSTO1, activity-based probe fluorescence polarization; inhibition, % at 5.96 µM;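 active means inhibition above the campaign mean inhibition plus 3 SD, cut at about 35% in these data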;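 further: 0% = GSTO1-1 with DMSO and 100% = wells lacking GSTO1-1 enzyme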
Target sequence (P78417 whole entry, looked up): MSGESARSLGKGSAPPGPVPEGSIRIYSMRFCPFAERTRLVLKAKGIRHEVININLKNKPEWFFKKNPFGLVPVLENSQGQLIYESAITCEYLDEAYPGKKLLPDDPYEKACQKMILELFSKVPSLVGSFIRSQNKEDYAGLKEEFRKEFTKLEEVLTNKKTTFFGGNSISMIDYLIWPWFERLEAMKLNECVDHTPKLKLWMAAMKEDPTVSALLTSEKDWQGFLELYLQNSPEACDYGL
PAFAH1B3 inh: PAFAH1B3 (human) inhibition; Q15102; AID 492972; inhibition, % at 3.39 µM; 340,000 tested, 0.28% active; recombinant PAFAH1B3, FP-rhodamine probe, fluorescence polarization;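 active means inhibition above the screen-wide average of all tested compounds plus 3 SD, cut at about 25% in these data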;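 further: 0% = enzyme with DMSO only and 100% = wells lacking PAFAH1B3 protein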
LYPLA1 inh: LYPLA1 (human) inhibition in PME1 counter-screen; recombinant LYPLA1, FP-Rh probe fluorescence polarization; inhibition, % at 5.9 µM; 320,000 tested, 0.16% active; AID 2174;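 active means inhibition above the mean of all tested compounds plus 3 SD, set per campaign, cut at about 14% in these data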;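 further: inhibitors block serine hydrolase probe labeling of LYPLA1 so polarization falls; 0% = enzyme with DMSO and 100% = wells lacking LYPLA1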
Target sequence (O75608 whole entry, looked up): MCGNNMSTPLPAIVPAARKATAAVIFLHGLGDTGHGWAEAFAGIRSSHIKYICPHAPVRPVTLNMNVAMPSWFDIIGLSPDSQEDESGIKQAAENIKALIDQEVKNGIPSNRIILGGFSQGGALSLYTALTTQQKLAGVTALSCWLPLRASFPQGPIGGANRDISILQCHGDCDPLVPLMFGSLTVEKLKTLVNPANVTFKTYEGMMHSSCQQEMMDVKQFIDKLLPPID
pPAFAH inh: pPAFAH (human) enzyme inhibition; Q13093; recombinant pPAFAH, FP-rhodamine probe fluorescence polarization; inhibition, % at 3.39 µM; 330,000 tested, 1.5% active; AID 463082;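 active means inhibition above the mean inhibition across the screen plus 3 SD, cut at about 25% in these data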;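 further: inhibitors block binding of the rhodamine activity-based probe so polarization drops; 0% = enzyme with DMSO and 100% = wells lacking pPAFAH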
LYPLA2 inh: counter-screen for PME1 inhibitors: inhibitors of human LYPLA2. O95372. recombinant LYPLA2, FP-Rh probe fluorescence polarization. inhibition, % at 5.9 µM. 320,000 tested, 0.38% active. AID 2177;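 active means inhibition above the screen-wide mean plus 3 SD, limit set per campaign, cut at about 26% in these data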;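 further: 0% = LYPLA2 with DMSO and 100% = wells lacking LYPLA2 enzyme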
Target sequence (O95372 whole entry, looked up): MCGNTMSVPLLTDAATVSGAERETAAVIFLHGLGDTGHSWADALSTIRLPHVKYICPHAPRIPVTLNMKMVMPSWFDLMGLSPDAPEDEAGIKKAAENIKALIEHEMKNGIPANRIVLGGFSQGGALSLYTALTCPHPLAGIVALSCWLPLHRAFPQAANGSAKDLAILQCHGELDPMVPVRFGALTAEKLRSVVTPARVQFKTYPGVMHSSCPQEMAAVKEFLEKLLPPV
PAFAH2 FP inh: inhibitors of human PAFAH2; Q99487; recombinant PAFAH2, FP-rhodamine activity probe, fluorescence polarization; inhibition, % at 3.39 µM; 340,000 tested, 0.99% active; AID 492956;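 active means inhibition above the mean over all tested compounds plus 3 SD, cut at about 30% in these data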;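 further: inhibitors block probe labeling of enzyme so polarization drops; 0% = enzyme with DMSO and 100% = wells lacking PAFAH2 protein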
Active calls of the source: *; . = not tested or not shown.

SMILES	PAFAH1B3 inh	PAD4 FP inh	PME-1 primary	GSTO1 counter	PAFAH1B2 inh	LYPLA1 inh	PAFAH2 FP inh	pPAFAH inh	LYPLA2 inh
CCn1c(O)c(C=NCCN2CCOCC2)c(=O)[nH]c1=S	-3	-1	-3	2	3	-1	-6	-3	1
Cc1cc(C=C2C(=O)N(C)C(=S)N(C)C2=O)c(C)n1-c1cccnc1	-4	-4	-14	10	-1	-4	5	-2	-1
CC(=O)Nc1ccc(OC(=O)c2ccccc2N)cc1	5	-4	8	-4	0	2	6	3	6
COC(=O)C1=C(c2cccc(OC)c2OC)C[C@@H]2CC[C@H]1N2C(=O)NCc1ccc(F)cc1	6	28*	1	7	-5	2	-5	6	2
O=c1[nH]c(=O)n(-c2ccccc2F)c(O)c1C=NCCC1=CCCCC1	12	-3	-3	14	16	2	2	3	-2
O=c1[nH]c(Cl)ccc1CN1CCOCC1	8	1	3	8	8	1	-5	5	3
COC(=O)c1ccccc1NC(=O)N1C[C@@H]2C[C@@H](C1)c1cccc(=O)n1C2	10	4	2	4	1	1	2	6	1
Cc1cccc(CN2CCCC(C(=O)c3ccc(C(F)(F)F)cc3)C2)n1 (centres undefined)	5	-1	3	7	7	1	2	3	1
CC(=NCC1CCCO1)c1c(O)n(-c2ccc(C)cc2)c(=O)[nH]c1=O (centres undefined)	8	-3	0	6	1	1	1	0	5
COc1cc(/C=C2\C(=O)NC(=O)N(c3ccccc3)C2=O)cc(OC)c1OC	2	-2	-1	3	4	4	-2	-1	0
O=C(c1cc2cc(Cl)ccc2[nH]1)N1CCC2(CC1)OCCO2	7	-2	5	-3	4	-1	17	9	-2
Cc1ccc(N2C(=O)NC(=O)/C(=C/c3cnn(-c4ccc(C)cc4)c3)C2=O)cc1	1	-11	-5	-1	2	-19	-2	-5	-14
O=C(CCl)NCC1CCCO1 (centres undefined)	8	-1	5	51*	-2	2	2	2	-2
Cc1cccc(NC2=NCCCS2)c1	.	0	-4	3	.	-2	.	-4	4
CC(=O)c1ccc(-c2ccccc2)cc1	3	-1	-3	8	-6	-1	1	0	-7
O=C(Cn1cc(C(=O)c2ccccc2F)c2ccccc21)NC1CC1	3	-3	-4	-15	5	1	-4	-5	10
COc1ccc(N2C(=O)CC(=O)NC2=O)cc1	6	-5	2	10	0	1	0	1	3
COC(=O)C1=C(c2ccc(Cl)c(C(F)(F)F)c2)C[C@@H]2CC[C@H]1N2C(=O)NCCOc1ccccc1	13	0	-1	.	5	-5	1	9	-2
COC(=O)C1=C(c2cc3ccccc3o2)C[C@@H]2CC[C@H]1N2C(=O)NCCO	-14	-2	-6	5	-1	2	-5	7	2
CCn1c(C(=O)N2CCC(C(=O)N3CCC4(CC3)OCCO4)CC2)cc2sccc21	3	3	2	0	7	-2	8	3	-1
O=[N+]([O-])c1cccc(NP(=O)(Oc2ccccc2)Oc2ccccc2)c1	-3	4	7	-1	2	-6	2	5	-12
Cn1c(O)c(C=Nc2ccc(F)cc2)c(=O)[nH]c1=O	-1	1	3	5	3	2	-5	7	5
CCCCn1c(C)c(C(=O)OCC)c2c(CN3CCOCC3)c(O)ccc21	-1	1	-5	13	10	3	-8	4	3
CCCOC(=O)COc1cc(C)cc2oc(=O)c3c(c12)CCC3	12	2	-3	0	2	1	1	0	0
Cc1cccc(N2C(=O)NC(=O)/C(=C\c3cnc(-c4ccccc4)nc3)C2=O)c1	11	-7	-1	15	4	-3	11	-1	-2
CN(C)c1ccc(C(=O)N/N=C/C23CC[C@@H](O)CC2(O)CC[C@@H]2[C@@H]3CCC3(C)C(C4=CC(=O)OC4)CCC23O)cc1 (some centres undefined)	8	-7	8	-3	3	2	-2	-5	6
CCN1C[C@]2(OC(=O)c3ccccc3NC(C)=O)CCC(OC)C34C5C[C@H]6C(OC)[C@]5(O)[C@](O)(C[C@@H]6OC)C(C[C@@H]32)[C@H]14 (some centres undefined)	0	3	7	-6	4	0	5	1	4
CCOC(=O)CNC(=O)CSP(=S)(OCC)OCC	-4	3	3	2	0	2	-6	-2	2
CCCCn1c(=O)c(C(=O)NCc2ccccc2Cl)c(O)c2ccccc21	6	-1	-5	7	3	2	2	-2	3
CN1CCCCC1c1ccc(-c2cccnc2)nc1 (centres undefined)	4	1	-1	6	-3	3	4	2	5

Structural class, the entries above with a CF3 group
SMILES	PAFAH1B3 inh	PAD4 FP inh	PME-1 primary	GSTO1 counter	PAFAH1B2 inh	LYPLA1 inh	PAFAH2 FP inh	pPAFAH inh	LYPLA2 inh
Cc1cccc(CN2CCCC(C(=O)c3ccc(C(F)(F)F)cc3)C2)n1 (centres undefined)	5	-1	3	7	7	1	2	3	1
COC(=O)C1=C(c2ccc(Cl)c(C(F)(F)F)c2)C[C@@H]2CC[C@H]1N2C(=O)NCCOc1ccccc1	13	0	-1	.	5	-5	1	9	-2

New compounds follow:
SMILES	PAFAH1B3 inh	PAD4 FP inh	PME-1 primary	GSTO1 counter	PAFAH1B2 inh	LYPLA1 inh	PAFAH2 FP inh	pPAFAH inh	LYPLA2 inh
Nc1ccc2nonc2c1[N+](=O)[O-]	7	-8	4	15	2	2	3	6	-1
Nc1c(Cl)cc([N+](=O)[O-])cc1Cl	0	0	9	8	-2	1	-4	4	-2
Cc1ccsc1C(=O)C1CCCN(Cc2cnc(N(C)C)s2)C1 (centres undefined)	.	4	11	-3	.	4	.	4	4
Cn1cnc([N+](=O)[O-])c1Sc1ccc([N+](=O)[O-])cc1	-2	1	6	14	-3	-2	-5	6	3
COP(=S)(OC)SCN1C(=O)c2ccccc2C1=O	2	2	-1	38*	-3	0	19	-4	3
Nc1cc(N2CCNCC2)ccc1[N+](=O)[O-]	0	-4	-4	8	-4	-2	-8	3	6
Cc1cc(C(=O)O)c(C)n1C1CC1	9	5	-6	0	3	1	-7	0	1
COc1cccc(OC)c1C(=O)NC(=S)N1C[C@H]2C[C@H](C1)c1cccc(=O)n1C2	0	4	-1	-3	4	6	-2	0	11
O=C1NC(=O)N(c2cccc(Br)c2)C(=O)/C1=C/c1ccsc1	-2	-18	-6	15	8	-3	1	5	9
O=C1NC(=S)N(c2ccc(Br)cc2)C(=O)/C1=C/N1CCN(C(=O)c2ccco2)CC1	-23	-15	-17	-7	-14	-14	-20	5	-21
COc1cc(CN2C(=O)NC(=O)C3(Cc4cc(C)ccc4N(C)C3)C2=O)cc(OC)c1 (centres undefined)	5	-1	-2	-3	8	0	6	7	2
COP(=O)(OC)C(NS(=O)(=O)c1ccccc1)C(Cl)(Cl)Cl (centres undefined)	3	-5	3	16	2	-1	8	2	-5
CCN1CCC(NCC2CCCCC2)CC1	-3	-1	-2	1	-2	0	-5	2	-2
CCC(=Nc1cc(OC)ccc1OC)c1c(O)[nH]c(=O)[nH]c1=O	0	-1	0	8	1	5	-5	9	4
NCCc1c[nH]c2ccc(C(N)=O)cc12	3	-5	-6	6	1	0	5	-3	4
O=c1[nH]c(=O)n(Cc2ccco2)c(O)c1C=NCc1cccs1	-4	-6	-1	-7	5	2	6	0	2
O=[N+]([O-])c1ccc(N2CCNCC2)cc1NCC1CCCO1 (centres undefined)	1	1	6	2	1	1	5	3	10
Cn1c(O)c(C=NCCN2CCOCC2)c(=O)[nH]c1=S	5	2	-1	4	-7	4	2	3	-7
CCN1CCN(S(=O)(=O)c2ccc(Cl)c(C(=O)Nc3ccc(C(=O)N(CC)CC)cc3)c2)CC1	-3	-2	-5	0	-2	1	-1	0	4
CC(C)[C@H]1C(=O)N2CCC[C@H]2[C@]2(O)O[C@](NC(=O)[C@@H]3C=C4c5cccc6[nH]cc(c56)C[C@H]4N(C)C3)(C(C)C)C(=O)N12	31*	29*	9	59*	6	2	-1	21	6
CCc1ccc(C(=O)C23CN4CN(CN(C4)C2)C3)cc1	-2	4	-1	-2	1	-1	8	-1	5
O=C1/C(=C\c2cccnc2)N2CCC1CC2	2	0	4	2	3	-3	5	2	-3
Cc1ccc2c(c1)N(CCC(=O)N1CCC3(CC1)OCCO3)C(=O)CO2	7	0	-5	-1	-4	-5	-5	-1	-1
COc1ccc(/C=C/C(=O)NC(=S)N2C[C@H]3C[C@H](C2)c2cccc(=O)n2C3)cc1OC	6	-9	2	3	0	1	-2	-6	-4
CCn1cc(CN2CCCC(C(=O)c3sccc3C)C2)cn1 (centres undefined)	9	-3	-5	-4	6	3	-2	-2	3
CN(C)C1C(=O)C(C(N)=O)=C(O)C2(O)C(=O)C3=C(O)c4c(O)cccc4C(C)(O)C3CC12 (centres undefined)	7	-1	-7	70*	6	-2	-9	36*	-2
c1ccc2c(CCNC3=NCCC3)c[nH]c2c1	-4	3	-5	8	3	-3	6	-7	-3
c1ccc(CN2CCN(Cc3ccc4ccccc4c3)CC2)cc1	14	2	-3	-3	-1	1	-10	3	8
[Cl][Pt+2][Cl].[NH-]C1CCCCC1[NH-] (centres undefined)	8	2	-2	6	1	-5	-1	-1	-4
O=C(O)c1ccc(N=Cc2c(O)[nH]c(=O)[nH]c2=O)cc1	-2	-1	3	2	5	3	-1	7	6
CCOc1cccc(OCC)c2c(C)[n+](CC3CCCO3)c(C)c1-2 (centres undefined)	6	15*	5	29	15	3	32*	19	-2
Cn1c(O)c(C(=Nc2ccc(F)cc2)c2ccccc2Cl)c(=O)n(C)c1=O	4	7	-7	4	1	-3	6	-1	-9
COc1ccccc1-n1c(-c2cccs2)nc2ccccc2c1=O	6	0	4	6	-3	-6	3	2	-1
Cc1nc2c(=O)n(C)c(=O)nc-2n(C)n1	66*	77*	36*	98*	28*	88*	54*	4	88*
C[C@]12CC[C@H](O)C[C@H]1CC[C@@H]1[C@@H]2CC[C@]2(C)C(=O)CC[C@@H]12	11	1	.	.	3	.	0	1	.
COc1ccc(-c2nn(CCC#N)cc2C(=O)O)cc1	9	1	-2	5	3	-2	5	-1	-5
CC(=O)c1c(C)n(C2CCCCC2)c2ccc(O)cc12	6	2	-1	-8	9	-1	2	8	-1
COC(=O)C1=C(c2cccc(C#N)c2)C[C@@H]2CC[C@H]1N2C(=O)NCCCOC(C)C	0	-6	-3	.	-2	0	-3	-3	-3
CCOP(=O)(OCC)c1ccc(OP(=O)(c2cccc([N+](=O)[O-])c2)c2cccc([N+](=O)[O-])c2)cc1	4	-1	-1	-2	4	1	-5	1	3
COc1ccc(N=Cc2c(O)n(Cc3ccccc3)c(=S)[nH]c2=O)c(OC)c1	3	-2	-5	12	13	1	5	1	-3
CNC(=O)O/N=C/c1nn(C(=O)C(C)(C)C)cc1Br	7	-1	3	3	2	3	8	-1	7
CSc1ccccc1C(=O)C1CCCN(Cc2ccncc2)C1 (centres undefined)	6	5	0	1	-1	3	-2	3	8
Cc1nc2ccccc2c(=O)n1-c1cc(F)ccc1F	0	4	2	-3	-5	-1	-3	2	1
CCCCn1c(O)c(C(C)=NCCCN(C)C)c(=O)[nH]c1=O	3	0	-9	0	1	2	-5	1	8
CCCCC(CC)CNCC(O)c1ccccc1 (centres undefined)	8	-1	2	-6	3	4	5	-1	6

From PubChem

These rows are one share of the data; the hit share may differ from the screen's.
